Kir21 inh = blocks the mouse Kir2.1 inward-rectifier potassium channel; B-score at 10 µM; hit rate 0.85% among 310,000; HEK293-Kir2.1, FluxOR thallium flux fluorescence; stronger effect = lower value; P35561;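 active = fluorescence ratio B-score at or below minus 3 SD of library scores, with starting-brightness B-score within 2 SD, cut at about -4.2 in these data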;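 also: channel flux triggered by added potassium and thallium sulfate stimulus; B-score of peak minus minimum fluorescence over baseline after thallium stimulus; more negative B-score means stronger Kir2.1 block with less thallium influx; some compounds called inactive have numbers as strong as hits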
Target sequence (P35561 whole entry, looked up): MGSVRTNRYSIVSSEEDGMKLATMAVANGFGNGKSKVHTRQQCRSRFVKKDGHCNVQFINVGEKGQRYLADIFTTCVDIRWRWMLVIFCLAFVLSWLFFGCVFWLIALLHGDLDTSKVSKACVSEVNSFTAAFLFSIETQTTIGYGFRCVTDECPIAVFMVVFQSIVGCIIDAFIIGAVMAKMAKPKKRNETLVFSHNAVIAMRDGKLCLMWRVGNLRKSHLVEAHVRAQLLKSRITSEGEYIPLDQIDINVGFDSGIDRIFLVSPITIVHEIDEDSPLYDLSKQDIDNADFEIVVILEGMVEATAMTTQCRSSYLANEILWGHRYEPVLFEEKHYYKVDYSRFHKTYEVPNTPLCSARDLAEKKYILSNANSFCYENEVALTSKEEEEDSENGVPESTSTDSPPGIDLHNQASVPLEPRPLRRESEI
KCNQ2 block = KCNQ2 potassium channel inhibitors, primary screen, cell-based, CHO-K1, FluxOR thallium flux, B-score (AID 2156) | O88943 | hit rate 1.1% among 310,000 | B-score at 10 µM | 20 min; stronger effect = lower value;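 active = fluorescence ratio B-score at most minus 3 library SDs, with starting brightness B-score within 2 library SDs, cut at about -5.5 in these data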
CHT block = human CHT choline transport inhibition; Q9GZV3; AID 488975; CHT-expressing cells, membrane potential dye, choline response; stronger effect = lower value; B-score at 10 µM; hit rate 0.86% among 310,000;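 active = B-score over 3 SD under the library average, and starting fluorescence ratio not unusually high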;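 also: choline stimulus applied at its EC90 after an EC20 pre-addition; B-score computed on integrated fluorescence ratio after choline addition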
Target sequence (Q9GZV3 whole entry, looked up): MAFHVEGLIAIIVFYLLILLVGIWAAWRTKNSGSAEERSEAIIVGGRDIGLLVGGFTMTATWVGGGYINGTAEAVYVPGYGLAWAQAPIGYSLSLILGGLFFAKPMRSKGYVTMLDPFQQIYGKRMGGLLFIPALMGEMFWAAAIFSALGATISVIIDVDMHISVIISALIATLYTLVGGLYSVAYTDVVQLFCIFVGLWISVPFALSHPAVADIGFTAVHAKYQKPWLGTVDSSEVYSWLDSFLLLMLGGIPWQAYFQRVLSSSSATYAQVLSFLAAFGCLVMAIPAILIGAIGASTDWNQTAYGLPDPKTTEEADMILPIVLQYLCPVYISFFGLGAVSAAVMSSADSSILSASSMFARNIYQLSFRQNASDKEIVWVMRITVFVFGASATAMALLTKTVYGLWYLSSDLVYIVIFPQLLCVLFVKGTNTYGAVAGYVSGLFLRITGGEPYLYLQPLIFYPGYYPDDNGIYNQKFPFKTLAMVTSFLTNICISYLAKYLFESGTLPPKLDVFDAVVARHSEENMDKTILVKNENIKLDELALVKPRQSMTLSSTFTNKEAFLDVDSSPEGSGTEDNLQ
Active calls of the source: *; i = inactive.

| canonical_smiles | Kir21 inh | CHT block | KCNQ2 block |
| --- | --- | --- | --- |
| CC(C)N(Cc1nc(-c2ccc3c(c2)OCO3)no1)CC1CCC(=O)N1 (stereo not given) | 0.09 | i | i |
| COC(=O)c1ccc(NCC(=O)N2CCCCCC2)cc1 | 0.43 | i | i |
| Nc1n[nH]c2cc(=O)n(-c3cccc(C(F)(F)F)c3)nc12 | -1.3 | i | i |
| CCCCn1c(N)c(N(CCOC)C(=O)CCCc2nc3ccccc3s2)c(=O)[nH]c1=O | -0.65 | i | i |
| CCc1cccc(CC)c1NC(=S)NCC(c1cccnc1)N(C)C (stereo not given) | 0.07 | i | i |
| C=CCn1c(C)cc(C(=O)CN2C(=O)c3ccccc3C2=O)c1C | -0.05 | i | i |
| CCCCC(=O)Nc1cccc(-c2csc(-c3ccccc3)n2)c1 | -0.51 | i | i |
| COc1ccc(OCC(=O)NCCc2c[nH]c3ccccc23)cc1 | -0.92 | i | i |
| COc1cc(CN2CC(=O)N(c3ccc(C)cc3)C2=S)cc(OC)c1OC | 0 | i | i |
| CN1C(=O)NC(c2cccc(O)c2)C(C(=O)c2cccs2)C1(O)C(F)(F)F (stereo not given) | -0.12 | i | i |
| CN(C)CCCC(C)(O)C(C)(C)c1ccccc1 (stereo not given) | 2.1 | i | i |
| Cc1ccc(-n2c(SCC(=O)OC(C)C)nnc2-c2cnccn2)cc1 | -0.09 | i | i |
| COc1ccc2c(c1)cc(C(=O)N[C@@H](Cc1ccccc1)C(=O)N[C@@H](C)C(=O)O)n2C | 0.49 | i | i |
| CCOc1ccc2oc(C(=O)NCC(C)(C)CN(C)C)c(C)c2c1 | 0.44 | i | i |
| O=C(CN1C(=O)c2ccccc2S1(=O)=O)NCc1ccco1 | 1.5 | i | i |
| COc1ccc(Cn2c(-c3ccc(C)cc3)nc3c(c(=O)c4ccccc4n3C)c2=O)cc1 | 1.6 | i | i |
| CSc1ccccc1NC(=S)NC1CCCCC1 | -0.02 | i | i |
| O=C(CN1CCN(Cc2ccccc2)CC1)NCCNc1ccc([N+](=O)[O-])cn1 | 0.19 | i | i |
| N/C(=N/OC(=O)c1ccccc1Cl)c1ncc([N+](=O)[O-])s1 | 0.01 | i | i |
| CC(C)OCCCNC(=O)CN1C(=O)CSc2ccc(S(=O)(=O)N3CCCCC3)cc21 | 0.38 | i | i |
| CC(/C=C/c1ccc2c(c1)OCO2)=N/NC(=O)c1cccnc1 | -0.59 | i | i |
| CC(C)CCNC(=O)C1CC(c2cccc(F)c2)=NO1 (stereo not given) | 2.5 | i | i |
| COc1ccc(N2CC(C(=O)Nc3nnc(SCCC4OCCO4)s3)CC2=O)cc1 (stereo not given) | 3.1 | i | i |
| Cc1ccc(CC(=O)Nc2ccccc2-c2ccccc2)cc1C | -3.1 | i | i |
| O=C(NCc1ccco1)C(=O)NCC(c1ccco1)N1CCOCC1 (stereo not given) | 2.5 | i | i |
| Cc1ccccc1CNC(=O)c1ccccc1N(C)S(=O)(=O)c1ccccc1 | 0.99 | i | -6.7* |
| CCC(=NC)C1=C(O)CC(c2ccccc2)CC1=O (stereo not given) | 0.17 | i | i |
| Cc1cc(Br)ccc1SCC(=O)OCC(=O)NC1CCCC1 | 0.47 | i | i |
| COc1cccc(C=N[C@@H](CO)[C@@H](O)c2ccc([N+](=O)[O-])cc2)c1O | -1.1 | i | i |
| CCOC(=O)c1ccc(N2CSC3=C(C#N)C(c4ccc(OC)cc4OC)CC(=O)N3C2)cc1 (stereo not given) | -1.3 | i | i |
| COc1cc2ccccc2cc1C(=O)Nc1nnc(-c2ccncc2)o1 | 0.36 | i | i |
| Cc1ccccc1CSCC(=O)c1c(N)n(C)c(=O)n(C)c1=O | 1.6 | i | i |
| Cc1cc(/C=N/NC(=O)c2ccccn2)c(C)n1-c1cccc([N+](=O)[O-])c1 | 0.9 | i | i |
| COc1ccccc1NC(=O)/C=C1\NC(=O)CS1 | 1.5 | i | i |
| CS(=O)(=O)N(CC(=O)Nc1cccnc1)c1ccc2c(c1)OCCO2 | -0.04 | i | i |
| O=C(NCCc1ccccc1)c1ccccc1C(=O)NCCc1ccccc1 | 0.2 | i | i |
| O=C(CSc1cccc[n+]1[O-])CSc1cccc[n+]1[O-] | 1.1 | i | i |
| C/C(CC(=O)Nc1cc(Cl)ccc1C)=N\NC(N)=O | 1.3 | i | i |
| Cc1ccc2c(c1)N(CC(=O)NCCCN1CC(C)CC(C)C1)C(=O)c1cccnc1O2 (stereo not given) | 1.4 | i | i |
| Cc1ccnc2c(N3C(=O)C4C5C=CC(C5)C4C3=O)cccc12 (stereo not given) | 0.12 | i | i |
| CCOc1ccc(-c2c(C)sc3nc[nH]c(=O)c23)cc1 | 0.32 | i | i |
| CCOC(=O)C1=C(N)OC2=C(C(=O)CC(C)(C)C2)C1c1ccoc1 (stereo not given) | -0.72 | i | i |
| Cc1ccc(C(=O)Nc2cccc(C(=O)N3CCOCC3)c2)cc1Cl | 1.1 | i | i |
| C=C(C)C(=O)Nc1cccc(C(C)=O)c1 | -0.3 | i | i |
| O=C1CSC(c2cccc(F)c2)N1c1ccccc1 (stereo not given) | 0.05 | i | i |
| O=C(Nc1ccnn1C1CCN(Cc2c(F)cccc2Cl)CC1)C1CCCC1 | -0.38 | i | i |
| COc1ccc(/C(C)=N\n2cnnc2)cc1 | 0.33 | i | i |
| O=S(=O)(c1cc(Cl)ccc1Br)N1CCCCC1 | -1.7 | i | i |
| COCCCN(Cc1ccco1)C(=O)Cn1ncc2c([nH]c3ccccc32)c1=O | 0.03 | i | i |
| COCc1nnc(NC(=O)C2CC(=O)N(c3ccc(C)c(Cl)c3)C2)s1 (stereo not given) | 2.2 | i | i |
| O=C(COc1cccnc1[N+](=O)[O-])NCc1ccco1 | 1.4 | i | i |
| COc1c(C)cc(C(=O)C2CCCN(Cc3cccc4nccnc34)C2)cc1C (stereo not given) | 0.67 | i | i |
| CC(C)C(O)C1CCN(Cc2nc(Cc3ccccc3Cl)no2)CC1 (stereo not given) | -0.33 | i | i |
| O=C(NC1CCCC1)C(c1c[nH]c2ccccc12)N(C(=O)Cn1nnc(-c2ccc(Cl)cc2)n1)c1ccccc1 (stereo not given) | -1.5 | i | i |
| Cc1cc(C)c(S(=O)(=O)Nc2ccncc2)cc1C | -1.4 | i | i |
| Cc1ccccc1NC1=C/C(=N\S(=O)(=O)c2ccc(C(=O)O)cc2)c2ccccc2C1=O | 2.1 | i | i |
| CN(Cc1ccccc1)Cc1nc2c(c(=O)n(C)c(=O)n2C)n1Cc1ccccc1Cl | -1.1 | i | i |
| O=C(CCN=C1NS(=O)(=O)c2ccccc21)OCC(=O)c1ccccc1 | 0.33 | i | i |
| Cc1cc2nc(C)c(Cl)c(=O)n2[nH]1 | 0.19 | -7.4* | i |
| [O-]/C(=C(\C(=S)NCc1ccccc1)[n+]1ccccc1)c1ccc(Cl)s1 | -0.36 | i | i |

Continuation.
| canonical_smiles | Kir21 inh | CHT block | KCNQ2 block |
| --- | --- | --- | --- |
| CC1CCCCN1Cc1cnc(Cl)s1 (stereo not given) | 0.07 | i | i |
| O=C(COC(=O)c1ccc2c(c1)S(=O)(=O)N=C1CCCCCN12)NCCc1ccc(F)cc1 | 0.42 | i | i |
| O=C(NCC(c1ccco1)N1CCN(c2ccccc2F)CC1)C1CCCCC1 (stereo not given) | -0.24 | i | i |
| O=c1[nH]c(/C=C/c2ccccc2[N+](=O)[O-])nc2ccccc12 | 1.7 | i | i |
| CCOc1ccc(N2C(=O)CS/C2=N/NC(=O)COc2ccc3ccccc3c2)cc1 | 0.91 | i | i |
| Cc1ccc(S(=O)(=O)N(C)/N=C2/C(=O)N(CC(=O)O)c3ccccc32)cc1 | -1.5 | i | i |
| CNC(=O)c1cc(C)c(-c2ccccc2)s1 | -0.02 | i | i |
| COc1ccc(CNC(=O)CN2C(=O)c3ccccc3C2=O)cc1 | 1.4 | i | i |
| CC1=C(C(=O)Nc2ccccc2)C2(CCCCC2)C(C#N)=C(SCC(N)=O)N1 | 1.3 | i | i |
| CCN(CC)CC(=O)Nc1ccc(Oc2ccc(NC(=O)CN(CC)CC)cc2)cc1 | 0.65 | i | i |
| CC1CN(C(=O)c2ccc(OC3CCN(Cc4ccccn4)CC3)cc2)CCN1C (stereo not given) | 0.21 | i | i |
| Cc1ccc(S(=O)(=O)N2CCC(C(=O)OCC(=O)N(CCC#N)c3ccc(F)cc3)CC2)cc1C | 1.3 | i | i |
| COc1ccc2[nH]c(=O)c(CN(CCc3ccccc3)C(C)=O)cc2c1 | 0.45 | i | i |
| Cc1cccc(OCCC(=O)Nc2cc(S(=O)(=O)N3CCCCC3)ccc2N2CCOCC2)c1 | 1.2 | i | i |
| Cc1cc(NC(=O)CSc2nc3ccccc3c(=O)n2-c2ccccc2)no1 | 1.1 | i | i |
| Cc1ccccc1Nc1c(-c2ccncc2)nc2ccc(Br)cn12 | 1 | -6.9* | i |
| CCOC(=O)c1cc(S(=O)(=O)N2CCCC2)cn1C | -0.44 | i | i |
| COC(=O)c1ccc(Oc2coc3cc(OCc4cnn(-c5ccccc5)c4)ccc3c2=O)cc1 | 1 | i | i |
| CCCn1c2c(c(O)c(C(=O)Nc3ncccc3O)c1=O)CCCC2 | -0.8 | i | i |
| CCN(Cc1ccccc1)C(=O)CCS(=O)(=O)c1ccc2c(c1)NC(=O)CO2 | 1.8 | i | i |
| CC1Cc2cc(/C(O)=C3/C(=O)C(=O)N(Cc4ccco4)C3c3cccs3)ccc2O1 (stereo not given) | 2 | i | i |
| CC(C)CNc1nc(N)c([N+](=O)[O-])c(NC2CCCCC2)n1 | 0.36 | i | i |
| CC1CC(=O)Nc2ccccc2N1S(=O)(=O)c1ccc(Br)cc1 (stereo not given) | 1.6 | i | i |
| CCOC(=O)CSc1nc2ccccc2c(=O)n1CC(C)C | -3 | i | i |
| O=P(O)(CCc1ccccn1)CN1CCOCC1 | 1.1 | i | i |
| CCN(CC)CC(=O)N1CCCC(C(=O)c2ccccc2OC)C1 (stereo not given) | 0 | i | i |
| O=C1NC(=Nc2ccc(F)cc2)SC1Cc1ccc(F)cc1 (stereo not given) | -0.32 | i | i |
| COc1ccc(OC)c(Cc2nnc(CCC(=O)N3CCCCC3)o2)c1 | 0.89 | i | i |
| CCCCS(=O)(=O)c1sc2nc(C)cc(C)c2c1N | 1.2 | i | i |
| COC(=O)c1c(F)c(F)c(NCCO)c(F)c1F | -0.76 | i | i |
| CCOc1cc(/C=N/N=C(N)N)ccc1OCc1ccc(Cl)cc1 | -16* | i | -10* |
| CC1(c2nnc(-c3ccccc3)o2)CC(c2cccc(Cl)c2)=NO1 (stereo not given) | -0.77 | i | i |
| COc1ccc(Nc2nc(NCC3CCCO3)nc(N)c2[N+](=O)[O-])cc1 (stereo not given) | 0.73 | i | i |
| O=C(Nc1ccc2c(c1)CN(Cc1ccccc1O)CC2)C1CCCO1 (stereo not given) | -0.23 | i | i |
| CN(C1CCCCC1)S(=O)(=O)c1ccc(NC(=O)c2ccco2)cc1 | 0.03 | i | i |
| CCCc1nnc(NC(=O)CN2C(=O)c3ccccc3C2=O)s1 | 1.2 | i | i |
| O=C(NCCCCNC(=O)C(F)(F)F)C(F)(F)F | 0.64 | i | i |
| O=C(COC(=O)Cc1c[nH]c2ccccc12)NCCc1ccccc1 | -1.9 | i | i |
| O=c1cc(Cn2nnc(-c3ccc(Cl)cc3)n2)nc2sccn12 | -0.38 | i | i |
| CCn1c(COc2ccc(OC)cc2)nnc1SCC(=O)Nc1cc(OC)ccc1OC | 1.1 | i | i |
| CCNC(=S)Nc1cc(Cl)ccc1Oc1ccccc1 | -1.4 | i | i |
| CCN1CCN(C(c2nnnn2Cc2ccc3c(c2)OCO3)C(C)C)CC1 (stereo not given) | 0.28 | i | i |
| COc1ccc2[nH]c(O)c(N=NC(=O)Cc3cccs3)c2c1 | 0 | i | i |
| CC(C)C(NS(=O)(=O)c1cccs1)C(=O)NCc1ccccc1 (stereo not given) | -1 | i | i |
| COCCNC(=O)Cn1c(=O)n(Cc2ccco2)c(=O)c2ccccc21 | 0.18 | i | i |
| Cc1ccc(NC(=O)C2CC(=O)NC(N3CCCCC3)=N2)cc1Cl (stereo not given) | -0.83 | i | i |
| CCCCN1C(=O)c2ccc(C(=O)Nc3cccc(C)c3C)cc2C1=O | 0.73 | i | i |
| CCN(CC)S(=O)(=O)c1ccc(N2CCOCC2)c(NC(=O)c2ccc(NC(C)=O)cc2)c1 | 0.58 | i | i |
| Cc1ccc2[nH]c3c(=O)n(CC(=O)NCCc4ccc(Cl)cc4)ncc3c2c1 | -0.05 | i | i |
| Cc1csc(NC(=O)C2CCCN(S(=O)(=O)c3cccnc3)C2)n1 (stereo not given) | 2.3 | i | i |
| CSCCC(NS(=O)(=O)c1ccc(Cl)cc1)C(=O)OCc1c(Cl)cccc1Cl (stereo not given) | -0.52 | i | i |
| CC(C)(C)OC(=O)NN1CC(=O)N2Cc3ccccc3C[C@@H]2C1=O | -0.04 | i | i |
| O=C(O)c1ccc(S(=O)(=O)NCC2CCCO2)cc1 (stereo not given) | -0.55 | i | i |
| Cc1ccc(CC(=O)O/N=C(\N)c2cccc([N+](=O)[O-])c2)cc1 | 2 | i | i |
